PAX8 reporter: inhibitors of PAX8 transcriptional activity in RMG-I cells; RMG-I TPO-luciferase reporter, SteadyGlo, 24 h; inhibition, % at 12.6 µM; hit rate 1.2% among 360,000;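 active = mean replicate inhibition at least 60% with every replicate also reaching 60%; inconclusive = only one of the two criteria is met; inactive = mean below 60% and not all replicates reaching 60%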;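 note: luciferase light reporting Pax8 driven TPO promoter activity; plate controls were median of neutral control wells for no effect and mitoxantrone controls for full effect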
EWS-Fli inh: inhibitors of EWS/Fli oncoprotein transcriptional activity; A673 NR0B1-luciferase reporter, viability-normalised; hit rate 0.67% among 350,000; AID 651661; inhibition, % at 12.6 µM;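 active = mean inhibition of at least 50% after viability correction, with every replicate also passing that limit; inconclusive = mean reaches 50% but only one of two replicates passes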;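 note: firefly luciferase signal divided by Alamar Blue viability fluorescence both relative to DMSO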
SIRT5 block: inhibitors of human sirtuin-5 desuccinylase; AID 652115; inhibition, % at 15 µM; Purified SirT5, succinyl-peptide AMC, trypsin-coupled fluorescence; hit rate 1.1% among 330,000; Q9NXA8; in the data active = inhibition above about 15%; inconclusive = no clear call, values can overlap the other calls
Target sequence (Q9NXA8 whole entry, looked up): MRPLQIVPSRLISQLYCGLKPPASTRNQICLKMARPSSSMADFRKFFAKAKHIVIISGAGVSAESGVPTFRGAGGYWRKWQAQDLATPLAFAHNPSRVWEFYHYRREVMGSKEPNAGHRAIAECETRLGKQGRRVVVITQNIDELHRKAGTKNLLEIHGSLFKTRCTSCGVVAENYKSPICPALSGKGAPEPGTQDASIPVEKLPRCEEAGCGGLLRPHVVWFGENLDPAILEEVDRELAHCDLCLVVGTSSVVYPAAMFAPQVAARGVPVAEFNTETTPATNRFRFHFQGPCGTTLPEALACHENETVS
ARNT-TACC3 inh: disruptors of human ARNT/TACC3 interaction | Q9Y6A5 | AlphaScreen His-ARNT PAS-B/GST-TACC3 binding, luminescence; TACC3 fragment carries E629A point mutation | inhibition, % at 9.99 µM | hit rate 0.66% among 390,000;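 active = mean inhibition of replicates at least 50% and at least half of replicates each reaching 50%; inconclusive = half or more replicates reach 50% but mean below 50%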;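 note: 0% = complete ARNT plus TACC3 wells and 100% = ARNT alone without TACC3; many hits fall short of the cut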
LGR2 inh: blocks bursicon-induced cAMP signaling via Drosophila LGR2; HEK293 LGR2, CRE-luciferase, bursicon-stimulated, 4 h; inhibition, % at 9.99 µM; hit rate 0.35% among 380,000; AID 720647;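 active = drop in luminescence signal, shown as inhibition above about 50% in the replicate tests, limit read from the data, passing the limit was not always enough; inconclusive = probably only some replicates passing the limit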;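 note: agonist challenge used bursicon conditioned medium at about half maximal strength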
DENV2 CPE rescue: protects cells from dengue virus 2 cytopathic effect; AID 651640; hit rate 1.7% among 350,000; CPE inhibition, % at 9.99 µM; DENV2-infected cells, cytopathic effect rescue, plate reader; in the data active = CPE inhibition above about 20%, passing the limit was not always enough; inconclusive = no clear call, values can overlap the other calls; tested in BHK-21 cells;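 note: 0% = median of neutral control wells and 100% = median of positive control wells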
CASP6 VEID inh: inhibitors of human caspase-6; P55212; purified caspase-6, Z-VEID-R110 cleavage fluorescence; inhibition, % at 12.5 µM; hit rate 0.53% among 350,000; AID 686996;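 active = mean inhibition across replicates at least about 35%, with every replicate also reaching that limit, limit read from the data; inconclusive = only one of the two criteria met; inactive = neither criterion met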;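 note: 0% = median of neutral control wells and 100% = no fluorescence left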
Target sequence (P55212 24-179 limits assumed): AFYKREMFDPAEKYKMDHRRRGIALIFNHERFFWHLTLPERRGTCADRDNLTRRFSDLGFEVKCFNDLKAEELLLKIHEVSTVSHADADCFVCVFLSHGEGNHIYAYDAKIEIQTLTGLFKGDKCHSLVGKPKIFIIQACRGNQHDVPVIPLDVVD
Target sequence (P55212 194-293 limits assumed): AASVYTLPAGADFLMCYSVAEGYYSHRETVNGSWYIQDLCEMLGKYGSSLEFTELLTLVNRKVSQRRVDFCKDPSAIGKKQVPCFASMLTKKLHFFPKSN
Starred values were filed as active, the others as inactive; ? = inconclusive; nt = not tested or not shown; & = joins results of further samples.

SMILES	PAX8 reporter	EWS-Fli inh	SIRT5 block	ARNT-TACC3 inh	LGR2 inh	DENV2 CPE rescue	CASP6 VEID inh
CCc1ccc(NC(=O)Cn2c3[n+](c4c(F)c(F)ccc42)CCCCC3)cc1	76*	12	0	3	3	8	-1
COc1cccc(C(=O)N2CCN=C2SC)c1	-81	5	3	0	0	-4	nt
NC(=O)c1ccccc1OCC(=O)Nc1ccc(Cl)c(Cl)c1	-109	-31	-8	-6	-42	-14	6
CCc1nc2c(OCc3ccc(Cl)cc3)cccn2c1N(C)C(=O)c1ccc(C)cc1	16	0	-1	nt	-3	9	6
Cc1cc[n+](CC(=O)Nc2ccccc2)cc1	6	-2	0	-4	nt	-12	-6
O=S(=O)(Nc1ccc(S(=O)(=O)N2CCCCCC2)cc1)c1cccs1	nt	nt	-2	-9	12	10	4
COc1ccc(CNc2ccc(C)c(C)c2)cc1	-8	2	-1	-6	-12	1	16
CC=Cc1ccc2n(c1=O)C[C@H]1[C@H](CO)[C@@H](C(=O)NCCc3cn(C)cn3)N(C(=O)C3CC3)[C@@H]21 (mixture of isomers)	nt	5	14	-6	16	-3	-7
Oc1cccc(Nc2ncnc3ccccc23)c1	nt	-52	-2	7	21	0	-2
CN(CC(=O)NCc1cccnc1)S(=O)(=O)c1ccc2c(c1)c(=O)n(C)c(=O)n2C	-6	-7	-3	-8	2	-5	1
CC1=C(C(=O)N2CCOCC2)CC(CC(=O)NCCCN(C)C)C(=O)N1CCCN1CCCC1=O (configuration not stated)	-6	-5	nt	nt	5	6	-9
O=c1[nH]cnc2c1ncn2Cc1ccc([N+](=O)[O-])cc1	6	0	-2	-12	2	2	-3
Cc1cccc(NC(=O)COC(=O)c2ccccc2SCC(=O)N2CCCC2)c1	nt	-1	2	-8	-8	6	-2
O=C(C[C@@H]1C=C[C@@H](NC(=O)c2ccccn2)[C@H](CO)O1)NCc1cc(F)cc(F)c1	16	3	-2	6	-2	-1	-2
Cc1ccc(C(=O)NCC(=O)OCC(=O)NC(C)c2ccccc2)s1 (configuration not stated)	-5	-8	-3	-2	27	0	1
N#C[C@@H]1[C@@H](c2ccc(/C=C/c3ccccc3)cc2)[C@@H](CO)N1C(=O)C1CCCCC1	-45	-61	1	30	-27	3	-1
COc1ccc2c3c(n(C)c2c1)[C@@H](CO)N(C(=O)c1cccc(F)c1)CC31CCN(C(=O)c2cccc(F)c2)CC1	nt	7	nt	nt	-1	11	nt
COc1ccc(OC)c(NC(=O)COC(=O)CCC2CCCC2)c1	-4	-6	0	-13	-1	-3	3
Cc1ccc(S(=O)(=O)N(C)c2ccc(OC(C)C(=O)N(C)c3ccccc3)cc2)cc1 (configuration not stated)	17	-3	0	0	-2	-5	-4
C(=C\c1ccccc1)/CN1CCN(C(c2cc3ccccc3o2)c2nnnn2-c2ccc3c(c2)OCCO3)CC1 (configuration not stated)	-5	-25	-1	nt	-4	-3	-1
COCC(=O)N1CC(=O)N2[C@@H](CO)[C@@H](c3ccc(C#Cc4cccnc4)cc3)[C@@H]2C1	-85	-5	-5	nt	-7	-4	2
CCc1ccc(C2C3=C(CCCC3=O)OC3=C2C(=O)CCC3)cc1	10	11	-4	-3	nt	nt	-8
Cc1ccc(C)c(NS(=O)(=O)c2cc(C(=O)N3CCc4ccccc4C3)ccc2Cl)c1	nt	7	9	-2	14	-3	-1
O=c1cc(-c2ccccc2)cc(-c2ccccc2)n1O	31	2	nt	12	12	-17	nt
O=c1[nH]c(CN2CCN(S(=O)(=O)/C=C/c3ccccc3)CC2)nc2cc(Cl)ccc12	14	23	0	-12	-2	nt	-3
Carrying on:
SMILES	PAX8 reporter	EWS-Fli inh	SIRT5 block	ARNT-TACC3 inh	LGR2 inh	DENV2 CPE rescue	CASP6 VEID inh
CCNc1nc(NCc2ccccc2)nc(SCC(N)=O)n1	-1	8	-1	-2	9	2	8
C[C@H](CO)N1C[C@H](C)[C@@H](CN(C)S(C)(=O)=O)Oc2ccc(NC(=O)C3CCCCC3)cc2C1=O	3&-16	2&-7	-1&-1	-6	16&-6	3&-9	-2&-2
C[C@H]1CN([C@@H](C)CO)C(=O)c2cc(Br)cnc2O[C@H]1CN(C)Cc1ccc2c(c1)OCO2	nt	2	-5	-4	-11	-9	3
CCN1C(=O)Nc2cccc3cccc1c23	-40	43	0	2	6	-10	-1
COCCNC(=O)C[C@@H]1CC[C@@H]2[C@@H](COc3ccc(NC(=O)Cc4ccccc4)cc3C(=O)N2C)O1	-5	-4	-2	0	-11	4	-1
O=S(=O)(c1ccc(F)cc1)N1CCCCN2[C@H](CO)[C@H](c3ccc(C#CC4CCCC4)cc3)[C@H]2C1	15	7	22*	24	nt	5	1
Nc1cc(Cl)ccc1N1CCCCCC1	5	1	0	12	-27	?	-2
C[C@@H]1CN([C@@H](C)CO)C(=O)CCCn2nncc2CO[C@@H]1CN(C)S(=O)(=O)c1cccs1	-6&21	-4&1	1&1	-4	2	-11&19	-7&-1
CCC(=O)N1CC2(C1)[C@H](c1ccccc1)[C@@H](CO)N2CC1CCOCC1	nt	3	3	nt	10	17	1
COc1ccc(N2CCN(CC(=O)Nc3c(C)cccc3C)CC2)cc1	20	1	nt	nt	14	-9	-3
C[C@@H]1CCCCO[C@H](CN(C)S(=O)(=O)c2ccccc2)[C@@H](C)CN([C@@H](C)CO)C(=O)c2cc(NS(=O)(=O)c3ccccc3)ccc2O1	1	-7	4	3	-1	5	-2
CCOC(=O)C1=C(O)C(=O)N(c2ccc(S(N)(=O)=O)cc2)C1c1ccc(OC)cc1 (configuration not stated)	nt	6	2	0	-11	?	6
CC(C)=CCC[C@H](C)C[C@@H]1CC2=C(C(=O)OC(C)(C)O2)[C@H](c2ccc(Cl)cc2)O1	10	1	0	nt	-22	-9	2
CCc1sc(NC(=O)CN2CCOCC2)nc1-c1ccccc1	nt	-10	-1	2	26	9	2
CN1C(=O)/C(=C/c2ccc(OCc3ccccc3F)cc2)N(C)C1=S	-41	-18	3	4	0	-4	-1
CN(C)C(CNC(=S)Nc1ccccc1)c1cccnc1 (configuration not stated)	-17	-1	-3	-23	6	2	0
COCCN(Cc1ccccc1)C(=O)c1cccc(S(=O)(=O)N2CCN(Cc3ccccc3)CC2)c1	18	14	-1	nt	-4	-11	-236
Cc1cc(C)cc(NC(=O)CSc2nnc(CNC(=O)c3ccco3)o2)c1	2	nt	-2	-1	4	0	1
COc1ccc(-c2nc(SCC(=O)NCc3ccco3)c(-c3ccccc3)[nH]2)cc1OC	-21	nt	0	nt	7	nt	0
COc1ccccc1C=NN=C1c2ccccc2-c2ccccc21	-3	-35	-8	2	-3	-3	-1
CN1CCN(C(=O)C[C@@H]2C[C@@H]3c4cc(NC(=O)Nc5ccccc5F)ccc4O[C@@H]3[C@@H](CO)O2)CC1	1	-10	nt	-7	15	8	nt
CCOC(=O)C(=O)N/N=C/c1ccco1	-12	9	0	-2	nt	2	36*
CO[C@H]1CN(C)C(=O)c2ccc(NS(=O)(=O)CC(F)(F)F)cc2OC[C@H](C)N(CCC(F)(F)F)C[C@@H]1C	-6	41	2	nt	4	-4	-1
CCOCCCNCc1cc(Br)ccc1OCc1ccccc1	0	-8	-5	-2	nt	-4	-1
Cc1ccc2cc(F)c(F)c(F)c2n1	29	-8	-4	nt	11	-11	5
Next entries
SMILES	PAX8 reporter	EWS-Fli inh	SIRT5 block	ARNT-TACC3 inh	LGR2 inh	DENV2 CPE rescue	CASP6 VEID inh
CC(C)CC(c1nnnn1Cc1ccc2c(c1)OCO2)N1CCC(C(N)=O)CC1 (configuration not stated)	23	10	1	5	nt	-9	-3
CCOc1ccccc1N1CCN(CC(=O)N(C)CC(=O)Nc2ccccc2CC)CC1	0	2	-3	nt	nt	-4	-3
COc1ccc(NC(=O)c2ccc(Cl)nc2)cc1S(=O)(=O)N1CCOCC1	14	1	0	5	-6	8	3
CC(C)N(Cc1ccccc1)C(=O)/C=C/c1ccccc1[N+](=O)[O-]	6	8	4	10	-2	-3	0
CCC(Cc1ccccc1)NC(=O)Cn1ncc2ccsc2c1=O (configuration not stated)	2	0	-1	0	-3	-2	3
O=S(=O)(c1ccccc1)N1N=C(c2ccc(Br)cc2)CC1c1ccco1 (configuration not stated)	19	nt	0	3	14	8	0
C=CCNc1ncnc2c1cnn2-c1ccc(Cl)cc1	-250	-23	-5	-17	nt	10	-2
O=C(NCC1CCOCC1)c1ccc(OC2CCN(Cc3ccccn3)CC2)cc1	8	0	-2	-10	3	1	-6
CN(C)C(=O)C[C@@H]1C[C@H]2c3cc(NC(=O)C4CCOCC4)ccc3O[C@H]2[C@H](CO)O1	-3	-5	1	-7	-5	-5	-2
COc1ccc2c3c(n(C)c2c1)[C@H](CO)N(S(C)(=O)=O)CC31CN(C(=O)C2CC2)C1	nt	6	nt	nt	-23	-10	nt
O=C(c1ccc(-c2ccccc2)cc1)N1CCN(c2ccccc2)CC1	3	-41	15	-33	-37	-2	-4
CC(C)CC1C(=O)N(Cc2cn(CC3CCCCC3)nn2)CCS(=O)(=O)N1Cc1ccc(-c2ccc(F)nc2)cc1 (configuration not stated)	2	1	-1	nt	-12	-1	-1
Cc1c([N+](=O)[O-])c([N+](=O)[O-])nn1CC(=O)N1CCCCC1	-1	48	2	-5	-5	nt	3
CC(C)C(C(=O)NCc1ccco1)N(Cc1ccco1)C(=O)CNS(=O)(=O)c1ccc(F)cc1 (configuration not stated)	24	-12	2	-1	16	-1	nt
Cc1ccc(-n2nnc3c(=O)n(CC(=O)N4CCCC4)cnc32)cc1	nt	-8	-2	-2	11	-2	2
CCOC(=O)Cn1ncc2c3ccccc3n(CC(=O)OCC)c2c1=O	8	-4	-4	10	-23	-2	nt
COc1cc(/C=C2\SC(=S)N(CCC(=O)N3CCCCC3)C2=O)cc(OC)c1OC	100*	4	-3	4	42	5	3
CCOc1ccc(CCNC(=O)COC(=O)c2cc(OC)c(OC)c(OC)c2)cc1OCC	4	-14	-3	nt	-20	-4	-2
CCN(CC)CCCn1c2c(c(SCC(=O)N3CCCc4ccccc43)nc1=O)CCC2	-3	-8	3	2	-10	0	-3
Fc1ccc(-n2cnnn2)c(F)c1	nt	1	-1	-4	0	-3	-1
COC(=O)c1cc(S(=O)(=O)Nc2cccc(S(N)(=O)=O)c2)oc1C	-4	8	-2	18	2	19	-3
COc1cccc(CC(=O)N2CCCC(CO)(Cc3ccc(F)cc3F)C2)c1 (configuration not stated)	1	11	-2	-1	11	7	-2
CCN(c1ccc(NC(=O)COC(=O)/C=C/c2cccs2)cc1)C(C)C	-4	-5	-6	7	3	3	nt
CCOC(=O)N1CCN(C(=O)/C(=C/c2cccs2)NC(=O)c2ccc(OC)c(OC)c2)CC1	-6	-9	-2	-7	-7	2	-2
NS(=O)(=O)c1ccc(CCNS(=O)(=O)c2ccc(Cl)nc2)cc1	5	-10	-1	-13	0	-1	2
O=C(CSc1nnc2ccccn12)NC(=O)c1cccc([N+](=O)[O-])c1	8	0	-6	2	-17	-1	-2
COc1ccc(/C=C2/SC(=O)N(CC(=O)Nc3cc(C)on3)C2=O)cc1OC	34	-6	nt	-9	23	-11	-1
COc1ccc(Cl)cc1NC(=O)CCN1C(=O)C2CC=CCC2C1=O (configuration not stated)	-13	5	-4	-3	12	5	-3
C=C(C)CN(CC)C(=O)CCc1nnc(CCCc2ccccc2)o1	27	-128	0	-7	-129	-5	-5
CCC(=O)N(C)C[C@H]1Oc2cc(-c3cccc(F)c3)ccc2S(=O)(=O)N([C@H](C)CO)C[C@H]1C	nt	5	-3	-6	3	-7	0
